TDP-43 yeast inh: inhibitors of TDP-43 toxicity in yeast. AID 652104. 410,000 tested, 1.8% active. TDP-43 expressing yeast growth rescue, BacTiter-Glo, 24 h. Potency, µM (series often up to 46.1 µM), inactives show at the top dose growth rescue (activation), most hits filed as activators; note: potency is the fitted concentration of half-maximal effect; % of control where 0% means no effect; nearly all actives have a fitted effect of over 50% in size
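Galactose-induced TDP-43 yeast, OD600=0.02, compound pinned; 24 hr, 30 deg C; BacTiter-Glo luminescence for growth. Inhibitors of TDP-43 toxicity read as activators.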
HEK293 tox: cytotoxicity in counter-screen for GLP-1R inverse agonists; HEK293 cAMP-luciferase reporter cells, luminescence, 24 h; Potency, µM (series often up to 38.3 µM), inactives show at the highest dose activity change, negative = inhibition, most hits filed as inhibitors; 410,000 tested, 0.13% active; AID 624418;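 note: loss of luciferase light is scored as toxicity; potency is the fitted concentration of half-maximal effect; % is set by controls: 0 for no effect and ±100 for the full control effect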
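Step one: seed cells (200 cells/uL, DMEM with 10% Nu serum, 1% pen-strep). Step two: 12-hour incubation at 37 deg C. Step three: pin 23 nL compound, incubate 24 hr. Step four: add luciferase reagent, read luminescence 12 min later.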
aSyn rescue: alpha-synuclein toxicity inhibition in yeast; Yeast expressing alpha-synuclein, growth rescue, BacTiter-Glo, 24 h; Potency, µM (titrated, usually from 46.1 µM), for the others: at the top dose growth rescue (activation), actives largely listed as activators; 370,000 tested, 0.14% active; note: potency is the fitted concentration of half-maximal effect; % of control where 0% means no effect; nearly all actives have a fitted effect of over 65% in size
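Rescue of yeast growth: cells expressing toxic alpha-synuclein, induced in galactose at OD600 0.02, incubated with compound 24 h at 30 C. ATP luminescence quantified growth; inhibitors of toxicity appear as activators.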
GLP-1R inv ag: GLP-1 receptor (human) inverse agonism; HEK293 GLP-1R CRE-luciferase, luminescence, 24 h; GLP-1R form is constitutively active; Potency, µM (series often up to 38.3 µM), for the others: at the top dose activity change, negative = inhibition, actives largely listed as inhibitors; 410,000 tested, 1.6% active; note: potency is the fitted concentration of half-maximal effect; % is set by controls: 0 for no effect and ±100 for the full control effect; nearly all actives have a fitted effect of over 55% in size
Target sequence (P43220 whole entry, looked up): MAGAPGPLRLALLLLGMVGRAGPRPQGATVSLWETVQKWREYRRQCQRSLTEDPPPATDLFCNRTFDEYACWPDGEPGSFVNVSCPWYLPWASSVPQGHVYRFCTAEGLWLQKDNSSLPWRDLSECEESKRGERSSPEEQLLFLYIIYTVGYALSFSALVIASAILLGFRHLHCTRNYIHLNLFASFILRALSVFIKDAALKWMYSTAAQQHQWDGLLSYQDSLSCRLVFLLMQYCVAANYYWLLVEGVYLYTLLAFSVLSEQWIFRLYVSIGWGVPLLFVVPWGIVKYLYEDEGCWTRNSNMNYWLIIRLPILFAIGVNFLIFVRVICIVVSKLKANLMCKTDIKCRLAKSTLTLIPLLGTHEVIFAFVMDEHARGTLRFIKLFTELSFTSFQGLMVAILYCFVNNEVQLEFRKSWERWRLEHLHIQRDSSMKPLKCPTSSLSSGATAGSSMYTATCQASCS
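Using stably transfected HEK293 (constitutively active GLP-1R, cAMP-luciferase reporter), compounds were incubated 24 hr and luciferase measured by luminescence.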
PTHR1 ag: PTHR1 (human) receptor agonism | Q03431 | HEK293 GP2 PTHR1 cells, GloSensor cAMP luminescence, 1 h | Potency, µM (top dose mostly 115 µM), for the others: at the top dose activation, most hits filed as activators | 410,000 tested, 0.075% active | AID 743266; note: potency is the fitted concentration of half-maximal effect; nearly all actives have a fitted effect of over 55% in size; some results filed as inactive show a strong effect at the top dose; inactives centre near -15; many of its hits are not listed in these tables
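HEK-293-derived GP2 cells expressing PTHR1 and a GloSensor cAMP reporter, 3,000/well, plated overnight, given luciferin plus IBMX (each 0.5 mM as added) for 1 h at 37 °C, then compound for 1 h at 37 °C. Luminescence was read after 15 min at room temperature.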
KB-V1 cytotox: kills drug-selected multidrug resistant KB-V1 cells; AID 1347076; KB-V1 MDR cells viability, CellTiter-Glo, 72 h; Potency, µM (series often up to 46.1 µM), inactives show top-dose activity change, negative = cytotoxicity, most hits filed as cytotoxic; 400,000 tested, 3.4% active; note: potency is the fitted concentration of half-maximal effect; % is set by controls: 0 for no effect and ±100 for the full control effect; nearly all actives have a fitted effect of over 60% in size
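In this primary screen, KB-V1 cells overexpressing P-gp are incubated with library compounds (lowest to highest concentration) for 72 h at 37 degrees C before a luminescent ATP viability read.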
DRD3 antagonist: antagonists of human D3 dopamine receptor. D3R cells, DiscoveRx beta-arrestin luminescence, antagonist mode; stronger effect = lower value. max response, negative = inhibition, %. 360,000 tested, 2.5% active. AID 652054; in the data active = max response below about -50%; inconclusive = no clear call, values can overlap the other calls; note: % is set by controls: 0 for no effect and ±100 for the full control effect; mostly tested at two doses, the higher about 12 µM
Target sequence (P35462 whole entry, looked up): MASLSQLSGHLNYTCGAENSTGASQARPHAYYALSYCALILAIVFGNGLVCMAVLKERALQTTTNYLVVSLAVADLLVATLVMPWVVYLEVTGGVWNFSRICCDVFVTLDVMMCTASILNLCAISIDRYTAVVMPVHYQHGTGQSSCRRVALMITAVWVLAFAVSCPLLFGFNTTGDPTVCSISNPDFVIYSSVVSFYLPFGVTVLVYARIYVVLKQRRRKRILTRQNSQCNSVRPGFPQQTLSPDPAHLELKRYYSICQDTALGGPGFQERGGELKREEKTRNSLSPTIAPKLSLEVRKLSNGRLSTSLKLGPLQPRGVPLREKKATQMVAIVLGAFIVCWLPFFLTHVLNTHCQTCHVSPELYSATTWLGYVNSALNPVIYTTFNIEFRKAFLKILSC
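Cells plated overnight at 1500 cells/well, then exposed to library compounds with dopamine controls for 90 minutes at 37 degrees C. DiscoveRx reagent added for 30–60 minutes at room temperature; luminescence read, quantitative HTS format.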
D3 ag: D3 dopamine receptor (human) agonism; max activation, %; AID 652048; D3R DiscoveRx beta-arrestin cells, luminescence, 90 min; 410,000 tested, 0.58% active; in the data active = max activation above about 30%; note: 0% is about no effect; mostly tested at two doses, the higher about 12 µM
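Cells at 1500/well, incubated overnight, then treated with pinned compounds (dopamine as control) for 90 min at 37 degrees C. DiscoveRx reagent added for 30 - 60 minutes at room temperature; luminescence read.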
GLP-1R agonist: activates the human GLP-1 receptor; P43220; HEK293 GLP-1R CRE-luciferase, luminescence, 4-6 h; cells express a hypersensitive GLP-1R form; Potency, µM (series often up to 45.6 µM), without a hit: top-dose activation, actives largely listed as activators; 380,000 tested, 0.007% active; note: potency is the fitted concentration of half-maximal effect; % of control where 0% means no effect
An asterisk follows results filed as active; i = inactive; ? = inconclusive; · = no result given; & = joins results of further samples; [ ] = remark or other dose. Unless noted, calls come from the whole dose curve; as a rule, active = well fitted curve in the direction sought with a large enough effect; inconclusive = small, poorly fitted or top-dose-only effect, or another doubt; inactive = no such curve, though single readings can be large; an effect the other way counts as inactive or inconclusive. Not all compounds are listed; the hit share may differ from the screen's.

compound,GLP-1R agonist,TDP-43 yeast inh,D3 ag,PTHR1 ag,aSyn rescue,GLP-1R inv ag,HEK293 tox,DRD3 antagonist,KB-V1 cytotox
Cc1nc2cc(NC(=O)N3CCCCC3)ccc2n1C,-24%,-9%,3,-6%[57.5 µM],-14%,20%,1%,-7,?
O=C(CSc1ccc2nnc(-c3cccc(F)c3)n2n1)NCC1CCCO1 (stereo unspecified),-12%,-21%,3,i,-3%,-16%,-13%,10,-7%
C=CCNC(=S)NNC(=O)c1ccc(Br)o1,-7%,12%,2,-2%,-6%,9%,-16%,-4,-4%
O=c1cccc2n1Cc1cc3ccccc3nc1-2,16%,26%,-3,-21%,8%,-5%,1%,-14,-11%
CCOC(=O)COc1ccc2c(c1)c(C(=O)OCC)c(C)n2CC,2%,-3%,6,i,5%,-15%,-6%,0,3%
COc1ccc(NC(=S)NC(=O)/C=C/c2ccco2)cc1,13%,?,0,-26%,8%,?,?,9,?
COc1cc2c(cc1OC)C(Nn1cnnc1)=NC1(CCCC1)C2,16%,-9%,12,-1%,2%,46%[activator],-21%,12,20%
COc1ccc(NC(=O)c2ccc(C)o2)c([N+](=O)[O-])c1,-3%,-1%,-2,i,-1%,19%,37%,-2,-26%
c1ccc(-c2nnc(OCc3cccnc3)c3ccccc23)cc1,21%,20%,-2,-4%,13%,-15%,-3%,10,-9%
CCc1nc(SCC(=O)c2cccc([N+](=O)[O-])c2)n[nH]1,15%,0%,0,i,-3%,1%,-5%,-4,8%
O=[N+]([O-])c1cccc(COc2ccccc2CN2CCCCC2)c1,-3%,20%,-55,i,2%,-6%,1%,-14,15%
Cc1ccc(C(=O)OCC(=O)Nc2ncc(C(F)(F)F)cc2Cl)cc1NC(=O)c1ccco1,-7%,28%,29,i,3%,0%,7%,6,-4%
Cc1ccc(CNCC(O)(c2ccccc2)c2ccc(F)cc2)cc1 (stereo unspecified),-3%,17%,3,-17%,-7%,?,-2%,10,18µM*
COc1ccccc1CCNC(=O)c1ccc(OC)c(OC2CCN(C(C)C)CC2)c1,4%,-3%,-3,-1%,0%,?,-21%,-18,-15%
CN(C)c1ccc(/C=C2/C[N+](C)(C)C/C(=C/c3ccc(N(C)C)cc3)C2=O)cc1,-3%,-52%[inhibitor],-22,i,-43%[inhibitor],25%,8.9µM*,-23,-25%
CCN(CC)c1ccc(SS(=O)(=O)O)cc1,-16%&-16%,-22%&-12%,0&3,-19%&0%,-11%&2%,-8%&-5%,0%&3%,-7&-16,?
CN1CCN(c2nc3c(c(=O)[nH]c(=O)n3C)n2Cc2ccccc2F)CC1,-10%,5%,0,-24%,4%,6%,-4%,17,0%
Cc1ccc(C(=O)NCC(=O)OCC(=O)Nc2ccc(Cl)cc2C(F)(F)F)cc1C,0%,23%,5,i,-6%,6%,-25%,12,4%
C/C(=N\Nc1nc2ccccc2[nH]1)c1ccc([N+](=O)[O-])cc1,4%,-5%,-9,i,1%,-4%,-15%,6,0%
Cc1nn(CC(C)C)c(Cl)c1C(=O)N(c1ccc(Cl)cc1F)S(C)(=O)=O,-3%,-5%,-3,-11%,8%,8.9µM*,-12%,?,?
Cc1ccc(NC(=O)/C(=C\c2cccnc2)NC(=O)c2ccccc2)cc1,-8%,10%,-3,i,1%,20%,6%,-3,-24%
CCC(C)(C)C(=O)Nc1cccc(Cl)c1C,-2%,·,5,i,-10%,-6%,4%,16,-6%
COc1ccc(Br)cc1S(=O)(=O)N(CC(=O)N1CCN(C)CC1)c1ccccc1,3%,7%,-29,i,-4%,-19%,-1%,?,·
Cc1nc2c(C(=O)NCc3ccc4c(c3)OCO4)c[nH]n2c(=O)c1Cc1ccccc1F,-3%,-22%,2,-11%,2%,-8%,-15%,-2,8%
CC(C)c1nc(SCC(=O)Nc2ccc3c(c2)OCCO3)n[nH]1,8%,-12%,18,-20%,-7%,0%,-9%,-5,-19%
CC(=O)C1=C(O)C(=O)N(Cc2ccco2)C1c1ccccc1F (stereo unspecified),5%,0%[0.397 µM],-9,i,-3%,-7%,25%,1,0%
N=c1c(C(=O)NCC2CCCO2)cc2c(=O)n3ccccc3nc2n1C1CCCCC1 (stereo unspecified),9%,-11%,-14,i,-6%,50%[activator],317%[activator],-12,14%
O=C1C(=O)N(CCN2CCOCC2)C(c2ccccc2)/C1=C(\O)c1ccc2c(c1)OCCO2 (stereo unspecified),-2%,6%,10,-13%,-6%,1%,-1%,1,·
COc1ccc(CN(C)CC(=O)Nc2cc3oc4ccccc4c3cc2OC)c(OC)c1,3%,-26%,-8,-62%[inhibitor],-3%,?,-28%,29,6%
CCOc1ccc(CCN2C(=O)C(=O)N([C@@H](Cc3ccccc3)CN3CCC[C@H]3CN3C(=O)C(=O)NC[C@@H]3Cc3ccc(O)cc3)C[C@@H]2Cc2ccc(O)cc2)cc1,6%,16%,0,11%,3%,3%,-12%,8,-2%
O=C(Cc1ccccc1)NCc1ccc(F)cc1,0%,17%,-4,-9%,-4%,1%,4%,-1,8%
O=C(Nc1nc2ccccc2[nH]1)C1CC1,1%,1%,-1,i,7%,-23%[7.66 µM],-4%[7.66 µM],16,10µM*
CC(=O)N1C(C(=O)O)Cc2c([nH]c3ccccc23)C1(C)C (stereo unspecified),10%,-4%,2,-19%,0%,7%,0%,23,-7%
O=S(=O)(Nc1cccc(CCc2ccccn2)c1)c1ccc(Cl)cc1,-1%,3%,-10,-41%[inhibitor],11%,?,-9%,14,?
Nc1c(C(=O)NCCN2CCOCC2)c2nc3ccccc3nc2n1-c1cccc(F)c1,15%,-13%,4,-25%[57.5 µM],-1%,?,·,-4,-26%
CCCCN(CCCC)CCNC(=O)c1cn(CC)c2ccc(S(=O)(=O)N3CCCC3)cc2c1=O,-4%,4%,-12,-23%,-1%,21%,1%,5,-10%
O=C(Nc1c2c(nn1-c1cccc(Cl)c1)CS(=O)(=O)C2)C1CC1,-5%,-1%,-1,-9%,0%,36%[activator],2%,1,-1%
COc1cc(C2C3=C(COC3=O)Oc3cc4c(cc32)OCO4)cc(OC)c1O (stereo unspecified),0%,24%,0,-7%,-2%,21%,-28%,15,?
O=C(N/N=C/C(Cl)=C/c1ccc([N+](=O)[O-])cc1)C(=O)Nc1ccc(C(=O)O)cc1,-2%,4%,1,i,-2%,38%[activator],3%,3,5%
Oc1c(CN2CCCCC2)cc(Br)c2cccnc12,-2%,-58%[inhibitor],-29,-37%[inhibitor],-8%,2.5µM*,?,-74*,?
O=C1Nc2ccccc2N(O)N1c1ccc(S(=O)(=O)Nc2ccccn2)cc1,-3%,-8%,-4,-24%,1%,0%,7%,-14,8%
CCc1cccc2c1NC(=O)C2(O)CC(=O)c1cccs1 (stereo unspecified),4%,-21%,-4,-18%,-1%,-9%,-6%,-12,-4%
CCOc1cc(C(=O)Nc2ccc(S(=O)(=O)Nc3nnc(CC)s3)cc2)cc(OCC)c1OCC,0%,-16%,2,i,-4%,-13%,1%,0,-13%
COc1ccc(C(=O)NC2CC2)cc1OC1CCN(Cc2cnn(C)c2)CC1,8%,-5%,-6,-17%,-2%,-6%,-9%,-14,2%
COc1ccccc1OCCOc1ccc(/C=C2/C(=N)N3OC(C)=CC3=NC2=O)cc1OC,2%,0%,1,-3%,1%,13%,8%,9,-6%

Brought forward from above: two entries, then new ones.
compound,GLP-1R agonist,TDP-43 yeast inh,D3 ag,PTHR1 ag,aSyn rescue,GLP-1R inv ag,HEK293 tox,DRD3 antagonist,KB-V1 cytotox
COc1ccc(C(=O)NC2CC2)cc1OC1CCN(Cc2cnn(C)c2)CC1,8%,-5%,-6,-17%,-2%,-6%,-9%,-14,2%
COc1ccccc1OCCOc1ccc(/C=C2/C(=N)N3OC(C)=CC3=NC2=O)cc1OC,2%,0%,1,-3%,1%,13%,8%,9,-6%
O=C(O)c1ccc2c(c1)N(Cc1ccc(F)cc1)C(=O)c1ccccc1S2=O (stereo unspecified),·,14%,-4,i,·,-6%,-3%,·,-21%
COc1ccc(CCNC(=O)CCCCCN2C(=O)c3ccccc3C2=O)cc1,4%,23%,-1,-70%,8%,-15%,22%,11,3%
CC(=O)Nc1ccc(S(=O)(=O)Nc2ccc3c(c2)OCO3)cc1,7%,-11%,4,-7%,0%,-4%,-12%,4,0%
C/C(=N\Nc1ncc(Cl)cc1Cl)c1ccc2c(c1)OCO2,-1%,28%,0,-21%,-1%,-21%,3%,0,0%
CN(CCc1ccccn1)C(=O)CCNC(=O)Cn1cnc2ccccc2c1=O,5%,5%,-5,i,1%,7%,1%,8,17%
CCCn1c(N)c(C(=O)CSc2nnc3ccccn23)c(=O)[nH]c1=O,-11%,17%,6,-21%,-3%,-1%,0%,-5,-1%
CC(C)CN(CC(C)C)S(=O)(=O)N1CCC(C(=O)NCc2cccs2)CC1,12%,-8%,2,?,0%,-7%,17%,9,?
CS(=O)(=O)NCCn1ccc2ccccc21,-4%,-13%,3,i,-2%,13%,14%,-2,-14%
